# Mito fusion yeast = qHTS Assay for Small Molecule Inhibitors of Mitochondrial Division or Activators of Mitochondrial Fusion; S. cerevisiae fusion-defective mutant growth rescue, CellTiterGlo 48 h; Potency, µM (series often up to 46.1 µM), inactives show top-dose growth rescue (activation), most hits filed as activators; 0.23% of 320,000 active;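 note: potency is the fitted concentration of half-maximal effect; % of control where 0% means no effect; nearly all actives have a fitted effect of over 45% in size; temperature-sensitive fusion mutants such as fzo1-1 at 37 °C on non-fermentable ethanol glycerol medium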
#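 Growth-rescue viability read-out: after 48 h at the non-permissive 37C in glycerol/ethanol YPEG, yeast mitochondrial fusion mutants are measured by CellTiterGlo luminescence; compounds (23 nl pinned per well) restoring growth score as division inhibitors or fusion activators.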
# Eya2 phos inh = qHTS Assay for Inhibitors of the Phosphatase Activity of Eya2; Protein phosphatase EYA2 (Homo sapiens), O00167; recombinant Eya2, OMFP fluorescence dephosphorylation (OMFP is methylfluorescein phosphate); Potency, µM (series often up to 76.9 µM), without a hit: at the highest dose activity, negative = inhibition, actives largely listed as inhibitors; 0.006% of 330,000 active; note: potency is the fitted concentration of half-maximal effect; % is set by controls: 0 for no effect and ±100 for the full control effect
#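 Eya2 protein (added as 0.2 uM solution) was preincubated with compound for 10 min at ambient temperature in 50 mM HEPES pH 7.5, 50 mM NaCl, 5 uM MgCl2, 0.05% BSA, 1 mM DTT. OMFP (added at 50 uM) then reacted 10 min; fluorescence read at 485/525 nm.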
# ELG1 DNA repair = qHTS screen for small molecules that inhibit ELG1-dependent DNA repair in human embryonic kidney (HEK293T) cells expressing luciferase-tagged ELG1. HEK293T ELG1-luciferase reporter, luminescence, 16 h; DNA damage induced by 5-fluorouridine. Potency, µM (titrated, usually from 46.1 µM), without a hit: at the highest dose activity change, negative = inhibition, usual class: inhibitors. 2.3% of 330,000 active. AID 504467, 2011; note: potency is the fitted concentration of half-maximal effect; % is set by controls: 0 for no effect and ±100 for the full control effect; nearly all actives have a fitted effect of over 55% in size
#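 In this reporter screen, reduction of luminescence relative to DMSO vehicle indicated activity. Compounds and 5-fluorouridine were added together to 2,000 cells per well, incubated for 16 hr at 37 °C, then developed with ONE-Glo.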
# Chronic BCR inh = qHTS Assay to Find Inhibitors of Chronic Active B-Cell Receptor Signaling; ABC-DLBCL IkBa-CBG/CBR reporter, luminescence ratio, 4 h; Potency, µM (series often up to 46.1 µM), inactives show top-dose ratio change, negative = lower green/red ratio, usual class: inhibitors; 0.05% of 340,000 active; AID 493014, 2011; active = well fitted inhibition curve with a large enough effect in the signal ratio, with a control signal flat, not every such curve was filed as active; inconclusive = small, poorly fitted or top-dose-only effect, or effect the other way, or a change in a side signal; the % refers to the signal ratio;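 note: potency is the fitted concentration of half-maximal effect; plate controls were basal doxycycline-induced cells for no effect and cells given 10 µM MG132 for full effect; MG132 reads +100%, hits lower the ratio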
#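 TMD8 human ABC-DLBCL cells with doxycycline-inducible IκBα–green luciferase fusion and unfused red luciferase, in 0.5% FBS medium; compounds up to 46 uM, 4 h at 37C. Green/red luminescence ratio, filter-overlap corrected, fitted to concentration-response curves.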
# PTAP TSG101 blk = qHTS Assay for Iinhibitors of HIV-1 Budding by Blocking the Interaction of PTAP/TSG101; 340,000 tested, under 10 active; Fluorescence polarization, FITC-PTAP peptide / Tsg101 binding; Potency, µM (doses to about 115 µM), for the others: at the top dose activity change, negative = inhibition, hits mostly inhibitors; active = well fitted inhibition curve with a large enough effect in the main read-out, with a control signal flat, not every such curve was filed as active; inconclusive = small, poorly fitted or top-dose-only effect, or effect the other way, or a change in a side signal; inactive = no such curve, though single readings can be large or run the other way; note: potency is the fitted concentration of half-maximal effect; % of control where 0% means no effect
#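 Fluorescence anisotropy tracks displacement of a FITC-tagged PTAP peptide (50 nM) from the Tsg101 binding domain (10 uM), following a 20 min room-temperature incubation at pH 7.5.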
# TCR activator = Activators of T cell receptors: qHTS campaign; 330,000 tested, under 10 active; primary human leukocytes, anti-CD3, IL-2 HTRF, 48 h; Potency, µM (titrated, usually from 9.22 µM), for the others: at the top dose activation of IL-2 secretion, most hits filed as activators; note: % of control where 0% means no effect
#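 Using a-CD3 beads without co-stimulation, primary human leukocytes were exposed to compounds for 48 hr. An HTRF IL-2 kit measured the cytokine, with europium-to-d2 energy transfer producing emission at 665nm upon 320nm excitation.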
# Integrin act MD = qHTS for Activators of Integrin-Mediated Alleviation for Muscular Dystrophy; alpha7betagal myoblasts, beta-gal FDG fluorescence, 48 h; Potency, µM (highest dose often 38.3 µM), without a hit: at the top dose activation, most hits filed as activators; 0.064% of 350,000 active; AID 624291, 2012;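 note: potency is the fitted concentration of half-maximal effect; 100% = response of the positive control SU9516; nearly all actives have a fitted effect of over 60% in size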
#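 Alpha7betagal+/- myoblasts (passage 13) were plated 16-24 hr, then exposed to compounds (1:260 dilution of DMSO stock) for 48 hours at 37C. After MPER lysis, β-galactosidase reporter activity was read as FDG fluorescence (ex 480/em 540) after 30 minutes.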
# AT treatment = qHTS Assay for Identifying a Potential Treatment of Ataxia-Telangiectasia; […] A-T fibroblasts, KAP-1 phosphorylation AlphaLISA; neocarzinostatin DNA damage 30 min before lysis; Potency, µM (series often up to 57.5 µM), inactives show top-dose activation, actives largely listed as activators; 0.19% of 320,000 active; AID 485349, 2010; note: potency is the fitted concentration of half-maximal effect; % of control where 0% means no effect; nearly all actives have a fitted effect of over 45% in size
#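 hTERT-immortalized A-T patient fibroblasts ([…]), 500 cells/well in OPTI-MEM, 1% FBS, got compounds for 60 min, then NCS for 30 min at 37C. Lysates were then assayed for phospho-KAP-1 by AlphaLISA (anti-pKAP1 donor, anti-KAP1 acceptor beads), 6 hr at 25C.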
# TSHR antagonist = Antagonists of the Thyroid Stimulating Hormone Receptor: HTS campaign; Thyrotropin receptor (Homo sapiens), P16473; TSHR-expressing cells, TSH-stimulated cAMP HTRF, 2 h; active compounds read low; activity change, negative = inhibition, % at 11.5 µM; 0.2% of 330,000 active; AID 504810, 2011;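 active = activity change below a set negative limit, meaning inhibition stronger than a set level, cut at about -70% in these data; inconclusive = activity change between two set negative limits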; note: % is set by controls: 0 for no effect and ±100 for the full control effect
#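 Competitive HTRF cAMP read-out (cryptate anti-cAMP antibody, cAMP-d2; 30 min, room temperature) in freshly harvested TSHR cells. Compounds added before TSH at EC80 (4nM final), followed by 2 hours' incubation at 37 deg C.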
# S-ASM inh = Inhibitors of Secretory Acid Sphingomyelinase (S-ASM): qHTS | placental ASM, HMU-PC fluorogenic substrate, 60 min | Potency, µM (top dose mostly 57.5 µM), for the others: at the top dose activity change, negative = inhibition, usual class: inhibitors | 0.006% of 340,000 active | Sphingomyelin phosphodiesterase (Homo sapiens), P17405; note: potency is the fitted concentration of half-maximal effect
# Target sequence (P17405 47-631 limits assumed): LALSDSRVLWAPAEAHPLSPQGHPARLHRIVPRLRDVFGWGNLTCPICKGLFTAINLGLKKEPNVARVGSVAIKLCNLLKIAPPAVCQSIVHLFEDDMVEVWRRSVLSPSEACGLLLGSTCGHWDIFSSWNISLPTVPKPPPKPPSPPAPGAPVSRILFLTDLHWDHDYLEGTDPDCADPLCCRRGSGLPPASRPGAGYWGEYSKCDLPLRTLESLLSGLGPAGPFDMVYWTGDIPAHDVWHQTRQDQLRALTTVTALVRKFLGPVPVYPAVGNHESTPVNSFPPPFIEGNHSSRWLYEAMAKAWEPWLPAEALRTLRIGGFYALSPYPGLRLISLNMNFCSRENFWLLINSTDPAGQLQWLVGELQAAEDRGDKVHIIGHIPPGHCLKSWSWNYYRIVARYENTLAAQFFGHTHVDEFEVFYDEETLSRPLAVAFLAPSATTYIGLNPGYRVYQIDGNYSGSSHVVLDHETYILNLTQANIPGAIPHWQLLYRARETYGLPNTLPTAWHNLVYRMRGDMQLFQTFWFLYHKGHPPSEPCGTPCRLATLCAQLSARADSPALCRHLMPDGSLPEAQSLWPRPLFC
#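 Fluorogenic HMU-PC substrate (9 uM final) is turned over by placental ASM in 60 min at 37 C after a 10 min compound preincubation. Reaction ended by alkaline stop (pH 10), with fluorescence read at 386/447 nm.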
# Tb PFK inh = qHTS Assay to Find Inhibitors of T. brucei phosphofructokinase. ATP-dependent 6-phosphofructokinase (Trypanosoma brucei brucei), O15648. T. brucei PFK, ADP-Glo luminescence. AID 485367, 2010. 0.17% of 330,000 active. Potency, µM (doses to about 57.5 µM), for inactives: top-dose activity, negative = inhibition, actives largely listed as inhibitors;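 note: potency is the fitted concentration of half-maximal effect; 0% = uninhibited 1x PFK enzyme wells and -100% = no-enzyme wells; nearly all actives have a fitted effect of over 60% in size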
# Target sequence (O15648 whole entry, looked up): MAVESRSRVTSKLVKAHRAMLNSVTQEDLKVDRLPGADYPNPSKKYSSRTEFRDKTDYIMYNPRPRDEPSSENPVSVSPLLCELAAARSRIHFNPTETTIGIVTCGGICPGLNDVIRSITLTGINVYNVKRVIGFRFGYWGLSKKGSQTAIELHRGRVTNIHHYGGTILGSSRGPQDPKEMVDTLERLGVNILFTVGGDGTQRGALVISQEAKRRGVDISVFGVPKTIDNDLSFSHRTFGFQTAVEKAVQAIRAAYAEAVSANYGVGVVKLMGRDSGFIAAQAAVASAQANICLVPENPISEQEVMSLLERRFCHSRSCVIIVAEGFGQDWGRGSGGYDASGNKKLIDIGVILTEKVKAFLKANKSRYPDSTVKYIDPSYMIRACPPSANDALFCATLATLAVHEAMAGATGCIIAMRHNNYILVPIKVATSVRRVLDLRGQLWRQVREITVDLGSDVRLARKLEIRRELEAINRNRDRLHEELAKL
#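 Activity is normalized to no-enzyme wells (full inhibition) and 1.25 nM enzyme wells (no inhibition). Reaction: 0.5 mM F6P, 0.1 mM ATP, 45 min RT, ADP-Glo luminescence; concentration-response curves fitted and classed by quality.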
# The depositor's hits bear a star; ? = inconclusive; nt = not tested or not shown; [ ] = dose if it differs, or a comment. Unless noted, calls come from the whole dose curve; as a rule, active = well fitted curve in the direction sought with a large enough effect; inconclusive = small, poorly fitted or top-dose-only effect, or another doubt; inactive = no such curve, though single readings can be large; an effect the other way counts as inactive or inconclusive. Outcome played no part in choosing rows; any-hit rate near 3.2%.
# Each structure is followed by: Mito fusion yeast | Eya2 phos inh | ELG1 DNA repair | Chronic BCR inh | PTAP TSG101 blk | TCR activator | Integrin act MD | AT treatment | TSHR antagonist | S-ASM inh | Tb PFK inh
> CC1CCN(C(=O)COC(=O)c2cc(Cl)c3c(c2)OCO3)CC1
→ 14% | -6% | ? | 0% | -2% | -3% | 16% | 10% | 10 | 5% | 7%
> Cc1ccc(S(=O)(=O)N2CCN(c3ncnc4sccc34)CC2)cc1
→ 5% | -5% | 9.2µM* | -12% | 1% | -12% | -23% | 4% | -27 | -1% | -1%
> Cc1ccc(/C=C2\CCOC2=O)cc1
→ 5% | -24% | ? | -14% | 1% | -3% | -5% | 0% | 8 | -5% | -4%
> O=C(Nc1cccc(S(=O)(=O)N2CCCC2)c1)c1ccc(Cl)nc1
→ nt | 2% | 9.2µM* | ? | 1% | 2%[46.1 µM] | -43% | 21% | -18 | 1% | 4%
> Cc1ccc(-c2cn3cccnc3n2)cc1NC(=O)c1c(-c2ccccc2Cl)noc1C
→ 1% | 18% | ? | 4% | -10% | -27% | -13% | 5% | 3 | 432%[activator] | 0%
> O=C1OCCN1C(=O)[C@H]1[C@H](c2ccc([N+](=O)[O-])cc2)C(c2ccc(F)cc2)=NN1c1ccc(Br)cc1
→ nt | -4% | ? | 13% | -3% | 0%[46.1 µM] | 11% | 17% | -4 | -15% | 0%
> O=C(CCSCCc1ccncc1)NCCCN1CCOCC1
→ 3% | 3% | 8% | -1% | -1% | -6% | 12% | -4% | -4 | 2% | 0%
> Cc1nn(-c2ccccc2)c2c1C(c1ccc(Br)s1)C(C#N)=C(N)O2 (stereo not drawn)
→ -10% | 11% | 6% | 15% | -2% | -1% | -1% | 14% | -8 | -23% | ?
> COc1ccccc1N1CCN(C(=O)COc2ccc(Cl)cc2)CC1
→ 4% | -15% | -14% | 0% | -6% | 5% | 1% | 6% | -8 | 5% | -2%
> CCOC(=O)C1(CCOc2ccccc2)CCN(Cc2cc(OC)cc(OC)c2)CC1
→ -10% | -5% | ? | -3% | -4% | 9% | -49% | 12% | 6 | 0% | -1%
> CC(C)c1csc(CN2CCC(CO)(Cc3cccc(F)c3)CC2)n1
→ -4% | -9% | -17% | -2% | 0% | nt | -11% | 6% | 14 | 4% | -7%
> Cc1ccc(Nc2nc(-c3ccncc3)cs2)cc1
→ -26% | 0% | ? | ? | -3% | -2% | -6% | 2% | -9 | -1% | -13%
> CCCCOC(=O)C(C#N)c1nc2ccccc2nc1N1CCOCC1 (stereo not drawn)
→ 11% | -11% | 21µM* | 11% | -1% | -3% | -3% | -2% | -8 | -2% | 2%
> Cc1ccc2[nH]c(=O)c(CN(Cc3cccnc3)C(=S)NCCCN(C)C)cc2c1
→ -1% | -12% | 6% | -11% | -2% | 9% | 20% | 6% | -10 | 1% | -7%
> Cc1ccc(C)c(N2CCN(CCN3CCCCC3)CC2)c1
→ 1% | -23% | 3% | 0% | 2% | 1% | -20% | 7% | -8 | 1% | 1%
> CCN1CCN(C(=O)Cn2ncc3c([nH]c4ccccc43)c2=O)CC1
→ 0% | -5% | -6% | ? | -2% | 0% | -20% | 0% | -4 | -1% | -2%
> Cc1cccc(N2C(=O)C(Cl)=C(Nc3c(C)n(C)n(-c4ccccc4)c3=O)C2=O)c1C
→ -3% | -7% | -23% | ? | -4% | -29% | -16% | -4% | 9 | -4% | 0%
> Cc1cc(C)nc(NS(=O)(=O)c2ccc(N3Cc4ccccc4C3=O)cc2)n1
→ -1% | 4% | 17% | 1% | -8% | 1%[46.1 µM] | ? | 1% | 4 | 14% | -1%
> COc1ccc(NC(=O)C(=O)Nc2cccc3ccccc23)c(OC)c1
→ 0% | -19% | 2% | ? | -2% | -14% | -5% | -3% | 6 | 17% | -3%
> O=C(Nc1ccncc1)c1sc2ccccc2c1Cl
→ 0% | 9% | 5% | ? | -1% | -1% | 4% | 3% | -10 | -1% | 2%

# 2 compounds drawn at random from those above:
# Each structure is followed by: Mito fusion yeast | Eya2 phos inh | ELG1 DNA repair | Chronic BCR inh | PTAP TSG101 blk | TCR activator | Integrin act MD | AT treatment | TSHR antagonist | S-ASM inh | Tb PFK inh
> O=C(Nc1cccc(S(=O)(=O)N2CCCC2)c1)c1ccc(Cl)nc1
→ nt | 2% | 9.2µM* | ? | 1% | 2%[46.1 µM] | -43% | 21% | -18 | 1% | 4%
> CC1CCN(C(=O)COC(=O)c2cc(Cl)c3c(c2)OCO3)CC1
→ 14% | -6% | ? | 0% | -2% | -3% | 16% | 10% | 10 | 5% | 7%

# 9 entries from above, sorted by molecular weight, largest number first:
# Each structure is followed by: Mito fusion yeast | Eya2 phos inh | ELG1 DNA repair | Chronic BCR inh | PTAP TSG101 blk | TCR activator | Integrin act MD | AT treatment | TSHR antagonist | S-ASM inh | Tb PFK inh
> O=C1OCCN1C(=O)[C@H]1[C@H](c2ccc([N+](=O)[O-])cc2)C(c2ccc(F)cc2)=NN1c1ccc(Br)cc1
→ nt | -4% | ? | 13% | -3% | 0%[46.1 µM] | 11% | 17% | -4 | -15% | 0%
> CCOC(=O)C1(CCOc2ccccc2)CCN(Cc2cc(OC)cc(OC)c2)CC1
→ -10% | -5% | ? | -3% | -4% | 9% | -49% | 12% | 6 | 0% | -1%
> O=C(Nc1cccc(S(=O)(=O)N2CCCC2)c1)c1ccc(Cl)nc1
→ nt | 2% | 9.2µM* | ? | 1% | 2%[46.1 µM] | -43% | 21% | -18 | 1% | 4%
> COc1ccccc1N1CCN(C(=O)COc2ccc(Cl)cc2)CC1
→ 4% | -15% | -14% | 0% | -6% | 5% | 1% | 6% | -8 | 5% | -2%
> CCCCOC(=O)C(C#N)c1nc2ccccc2nc1N1CCOCC1 (stereo not drawn)
→ 11% | -11% | 21µM* | 11% | -1% | -3% | -3% | -2% | -8 | -2% | 2%
> COc1ccc(NC(=O)C(=O)Nc2cccc3ccccc23)c(OC)c1
→ 0% | -19% | 2% | ? | -2% | -14% | -5% | -3% | 6 | 17% | -3%
> Cc1ccc(C)c(N2CCN(CCN3CCCCC3)CC2)c1
→ 1% | -23% | 3% | 0% | 2% | 1% | -20% | 7% | -8 | 1% | 1%
> Cc1ccc(Nc2nc(-c3ccncc3)cs2)cc1
→ -26% | 0% | ? | ? | -3% | -2% | -6% | 2% | -9 | -1% | -13%
> Cc1ccc(/C=C2\CCOC2=O)cc1
→ 5% | -24% | ? | -14% | 1% | -3% | -5% | 0% | 8 | -5% | -4%
